Assay outcomes deposited in PubChem by several laboratories.
T cell modulator: modulators of CD8 T cell-vesicle binding, primary screen, mouse 2C CD8+ T cells, flow cytometry. 2C CD8+ T cell-vesicle binding; active compounds read low. calls only at 7 µM. 330,000 compounds, 0.068% hits. AID 2052, 2009;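 active = response, share of CD8 T cells binding vesicles, and their 90th percentile fluorescence all below set limits, cut at about 80% in these data, passing the limit was not always enough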
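Test system: purified 2C TCR transgenic mouse naive CD8+ T cells. Probe or stimulus: QL9-peptide-loaded Drosophila micro-vesicles bearing Ld, ICAM-1 and B7-1. Incubation: binding step 1.5 h, 37 °C, antibody labelling 20 min, ice. Measured by: flow cytometry of vesicle-bound cells.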
Hep lipid drop: inhibitors of hepatocyte lipid droplet formation, primary screen, imaging, high-throughput imaging, BODIPY stain; AML12 mouse hepatocytes, oleate lipid droplets; inhibition, % at 6.5 µM; 240,000 compounds, 0.4% hits; AID 1656, 2009;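 active = lipid droplet intensity inhibited by at least 50%, with more than 500 cells counted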
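Test system: AML12 mouse liver cells; schedule: overnight exposure; technique: high-content imaging of BODIPY-stained droplets and DAPI nuclei; read-out: % inhibition of corrected integrated BODIPY droplet signal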
Insulin prom up: insulin promoter activators in MIN6 cells, imaging, high-content screening, mouse beta cells. MIN6 insulin promoter-GFP reporter; active compounds read high. 190,000 compounds, 0.3% hits. z-score at 5 µM. AID 1625, 2009;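 active = z-score above 3 at 5 µM with at least 500 cells counted in the well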
MT stabilizer: microtubule stabilizers in HeLa cells, primary screen, imaging, high-content imaging; 200,000 compounds, 0.83% hits; HeLa tubulin immunostaining HCS, 24 h; share of cells brighter than vehicle mean+2SD; % tubulin-high responders, % at 10 µM;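 active = plate Z-score above 3 for both tubulin-high and condensed-nucleus cell shares, with cell loss under 80%, at 10 µM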;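 also: anti alpha tubulin signal scored within the nucleus-defined area of each cell; some results filed as inactive read as strong as hits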
b-catenin transl: modulators of beta-catenin nuclear translocation, primary screen, imaging, HeLa cells, immunofluorescence, high-content. nuclear translocation activity, % at 5 µM. 190,000 compounds, 0.3% hits;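 active = nuclear translocation activity above 50% at 5 µM, with a well cell count of 50 or more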;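 also: per-cell ratio of nuclear to cytoplasmic median beta-catenin stain intensity; plate controls were DMSO negative control for no effect and GSK-3 inhibitor IX positive control for full effect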
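Signal – beta-catenin immunofluorescence imaging with DAPI · Test system – human HeLa cell line · Dosing – 5 µM primary single dose, 0.1% DMSO, 0.02–20 µM confirmation series · Measure – % activation, nuclear-to-cytoplasmic median beta-catenin signal ratio per cell · Incubation – 24 h compound exposure at 37°C, 5% CO2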
TNAP activators: human TNAP enzyme activators, primary screen, biochemical, luminescent, no phosphate acceptor, uHTS (AID 1001); Alkaline phosphatase, tissue-nonspecific isozyme (Homo sapiens); one-dose activation fold at 20 µM; EC50 in µM for titrated hits; 200,000 compounds, 0.03% hits; purified TNAP, luminescent activation assay, no phosphate acceptor; higher activation fold means a stronger effect; in the data active = activation fold from about 3, or a potency from the dose series; inactive = the rest, 99 in 100 with activation fold below about 1.6; also: many of its hits are not listed in these tables
PMI inhibition: human PMI inhibitors, high substrate, primary screen, biochemical, fluorescence intensity, high mannose 6-phosphate (AID 1220); Mannose-6-phosphate isomerase (Homo sapiens); inhibition, % at 20 µM; hits with a dose series show IC50 in µM; 190,000 compounds, 0.66% hits; recombinant PMI enzyme, coupled fluorescence intensity; higher % means a stronger effect
Autophagy HCS: autophagy modulators in MEF cells, primary screen, imaging, high-content, MEF GFP-LC3 | MEF GFP-LC3 puncta imaging; test concentration mostly 10 µM | calls only at 10 µM (by protocol) | 190,000 compounds, 0.98% hits | AID 463193, 2010;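 active = percentage of spot-positive cells more than 3 SD above its plate mean, without a fluorescence outlier flag or 80% toxicity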;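 also: spot-positive cell cutoff set from DMSO-treated cells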
human PMI inhibition: inhibitors of human PMI, primary screen, biochemical, fluorescence intensity, coupled assay (AID 1209); inhibition, % at 20 µM; hits with a dose series show IC50 in µM; 190,000 compounds, 0.42% hits; purified PMI enzyme, coupled fluorescence intensity; higher % means a stronger effect; Mannose-6-phosphate isomerase (Homo sapiens);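 also: plate controls were DMSO vehicle for no effect and wells lacking substrate for full effect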
Insulin prom up cell count: second read-out of Insulin prom up, no call of its own (marks repeat the call); cell count; measured here: cytotoxicity, nuclei count;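 total cells summed across four imaged fields per well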
Hep lipid drop cells 6.5 µM: recorded beside Hep lipid drop, whose call it bears; cell count; measured here: cell count, cytotoxicity flag;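 cells counted across two imaged fields per well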
b-catenin transl cell count 5 µM: also measured in b-catenin transl; calls as there; cell count; measured here: cell count, cytotoxicity flag
T cell modulator vesicle-bound %: further read-out of T cell modulator, marked with its call; double positive events, %; measured here: CD8+ vesicle-bound cell fraction;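 binding gate set so that unloaded-vesicle control wells show 10% double positive cells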
MT stabilizer Hoechst-high %: recorded beside MT stabilizer, whose call it bears; % Hoechst-high responders; measured here: nuclear condensation Hoechst responders;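 share of cells brighter than vehicle mean plus two SD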
MT stabilizer cytotoxicity %: recorded beside MT stabilizer, whose call it bears; toxicity, %; measured here: cytotoxicity by cell density;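 0% = mean cell density of plate MIN control wells and 100% = no cells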
Autophagy HCS cell loss 18 h: second read-out of Autophagy HCS, no call of its own (marks repeat the call); toxicity, %; measured here: cell loss, nuclei count;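 cell loss after 18 h compound exposure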
* = called active by the depositor; i = inactive; · = not tested or not shown; + = active, no number. Rule as the data show it, unless noted: active = inhibition above about 50%; inactive = the rest.

SMILES	T cell modulator	T cell modulator vesicle-bound %	Hep lipid drop	Hep lipid drop cells 6.5 µM	Insulin prom up	Insulin prom up cell count	MT stabilizer	MT stabilizer Hoechst-high %	MT stabilizer cytotoxicity %	b-catenin transl	b-catenin transl cell count 5 µM	TNAP activators	PMI inhibition	Autophagy HCS	Autophagy HCS cell loss 18 h	human PMI inhibition
COc1ccc(NC(=O)CSc2nnc(CNC(=O)COc3ccc(Cl)cc3)o2)cc1	i	35	23	701	·	·	1.5	2.4	1.6	-0.6	1014	1	12%	i	4	8%
CCC(C(=O)Nc1nnc(-c2ccco2)s1)c1ccccc1 (stereo not given)	i	56	·	·	0.36	990	5.4	2.9	5.9	-2.3	1194	1	-4%	i	-1	-7%
COC(=O)/C(C#N)=C1/C=Cc2ccccc2N1C	i	30	-6	773	·	·	2.3	2.7	1.0	-2.2	382	1	-3%	i	-1	-11%
COc1ccccc1CNC(=O)c1csc2c1CCCC2	i	44	8	782	-0.07	1225	3.9	2.4	3.2	-0.6	1038	1.2	4%	i	18	0%
Cc1cccc(-n2ncc3c(NCCN4CCOCC4)ncnc32)c1	i	32	11	722	·	·	2.0	1.5	5.5	-1.8	1177	1.1	-12%	i	11	-13%
CN(O)/C=c1/ccc2c(n1)C(=O)C=CC=2	i	56	-4	715	·	·	3.5	3.8	7.2	-0.9	1132	0.9	12µM*	i	-45	16µM*
Cc1noc2ncnc(Oc3ccccc3Cl)c12	i	37	4	674	0.95	1185	5.1	2.1	9.7	0.2	895	1.1	0%	i	12	2%
S=C(Nc1ccccc1Cl)N(Cc1ccccc1)Cc1cccnc1	i	9	7	743	0.69	1224	1.5	1.5	0.3	-1.5	1033	1.1	1%	i	39	2%
O=C(CSc1cc([N+](=O)[O-])cc(S(=O)(=O)Cc2ccccc2)c1)NC1CC1	i	48	0	676	-0.11	1295	2.7	3.0	7.2	-0.8	527	1	-17%	i	7	-21%
C/C(=N/NS(=O)(=O)c1ccc(Br)cc1)c1ccc(C)o1	i	44	4	691	-0.06	1356	3.1	1.9	11	0.4	899	1.1	-10%	i	2	-11%
CCCCn1c(=NC(=O)c2ccco2)c(C(=O)OCC)cc2c(=O)n3ccccc3nc21	i	39	·	·	-1.9	1329	2.6	1.9	9.4	4.9	1351	1.1	5%	i	0	5%
COc1ccc(OCC(=O)N2N=C(C)CC2(O)C(F)(F)F)cc1 (stereo not given)	i	61	10	690	-0.12	1296	2.4	2.3	6.9	-0.8	1042	1.3	-9%	i	-6	-11%
CC(C)CN(C(=O)C(c1ccccc1)c1ccccc1)c1c(N)n(CC(C)C)c(=O)[nH]c1=O	i	26	-22	692	0.16	1178	3.2	3.1	0.8	2.7	1026	1.1	-8%	i	-8	-4%
CSCC[C@H](NC(=O)Nc1cccc(Br)c1)C(=O)O	i	27	-5	741	-0.04	1036	·	·	·	-0.9	1363	·	·	·	·	·
COc1ccc(S(=O)(=O)N(CC(=O)Nc2cc(C)on2)Cc2ccccc2)cc1	i	35	·	·	1	1249	3.2	2.2	4.0	-2.4	906	1	15%	i	10	12%
COc1ccc(/C=N/NC(=O)CNC(=O)c2ccc3c(c2)OCCO3)cc1OC	i	50	-6	693	0.59	1528	4.2	2.8	5.9	-0.8	1102	1.2	2%	i	0	11%
CC(CC(=O)NCc1cccnc1)c1ccccc1 (stereo not given)	i	15	14	783	0.23	1167	1.6	2.9	4.8	0.0	1119	1	-8%	i	2	-6%
COc1ccccc1CN(C(=O)Cc1cccs1)C(C(=O)NC1CCCC1)c1ccncc1 (stereo not given)	i	36	·	·	0.05	1561	1.3	1.8	5.8	-1.1	1341	1.1	3%	i	0	2%
Cc1ccc(N2CC(C(=O)NCc3ccc(C)n3C)CC2=O)cc1 (stereo not given)	i	45	-19	691	1.6	1219	2.9	1.9	2.0	-1.3	1077	1	21%	i	-9	-3%
COc1ccc(N2CCN(CCC3Oc4cc([N+](=O)[O-])ccc4NC3=O)CC2)cc1 (stereo not given)	i	36	-3	698	-0.23	1504	2.8	2.4	8.3	-2.5	1033	1	39%	i	6	30%

Looked up above.
C/C(=N/NS(=O)(=O)c1ccc(Br)cc1)c1ccc(C)o1 @ TNAP activators = 1.1
Cc1noc2ncnc(Oc3ccccc3Cl)c12 @ MT stabilizer cytotoxicity % = 9.7
S=C(Nc1ccccc1Cl)N(Cc1ccccc1)Cc1cccnc1 @ TNAP activators = 1.1
CN(O)/C=c1/ccc2c(n1)C(=O)C=CC=2 @ Hep lipid drop cells 6.5 µM = 715
O=C(CSc1cc([N+](=O)[O-])cc(S(=O)(=O)Cc2ccccc2)c1)NC1CC1 @ b-catenin transl cell count 5 µM = 527

Additional entries:
SMILES	T cell modulator	T cell modulator vesicle-bound %	Hep lipid drop	Hep lipid drop cells 6.5 µM	Insulin prom up	Insulin prom up cell count	MT stabilizer	MT stabilizer Hoechst-high %	MT stabilizer cytotoxicity %	b-catenin transl	b-catenin transl cell count 5 µM	TNAP activators	PMI inhibition	Autophagy HCS	Autophagy HCS cell loss 18 h	human PMI inhibition
Cc1nc2ccc(S(=O)(=O)NCC(=O)Nc3cccc(F)c3)cc2s1	i	4	-4	667	-0.04	1310	4.7	1.7	2.3	-2.8	1079	1.1	8%	i	-2	-14%
CNC(=S)N(CCc1c(C)[nH]c2ccc(C)cc12)Cc1cc(OC)c(OC)c(OC)c1	i	40	-29	718	-0.31	1164	3.0	2.3	9.5	1.5	547	1.1	10%	i	26	14%
Cn1c(SCc2ccc([N+](=O)[O-])cc2)nc2c(c1=O)SCC2	i	21	5	675	-0.31	1207	2.0	2.4	1.9	-1.0	1017	1.1	0%	i	-4	-6%
CN1C(=O)/C(=C2/C=CC=CN2C)OC1=S	i	14	·	·	0.61	1555	5.1	3.2	9.9	-5.3	980	1.1	27%	i	-6	36%
CCOC(=O)c1[nH]c(=O)[nH]c1CSCCO	i	33	-1	778	-0.53	829	1.3	1.5	9.3	-1.6	1160	1.1	-7%	i	-6	-4%
CCN(C)c1ccc(/C=N\n2nnnc2N)cc1	i	20	7	686	0.02	1111	25*	42*	33*	·	·	1	-3%	+	34*	2%
Cc1ccsc1-c1nc(CN2CCCC2c2ccc(F)cc2)c(C)o1 (stereo not given)	i	1	-42	721	-0.13	1429	2.2	1.0	3.5	-0.8	1139	1	8%	i	-7	14%
Cc1nc(-c2nnc(-c3ccccc3)o2)c(C(F)(F)F)o1	i	37	1	691	0.47	1359	·	·	·	-2.5	1186	·	·	·	·	·
Cc1c(CN(C)C(=O)c2sc3cc(Cl)ccc3c2Cl)cnn1C	i	39	·	·	0.05	1691	5.1	1.8	8.8	1.6	1336	0.9	13%	i	19	14%
O=C(O)C12CC3CC(C1)CC(n1ncc(NCc4ccco4)c(Cl)c1=O)(C3)C2	i	54	4	741	0.15	1001	·	·	·	1.0	1371	·	·	·	·	·
CC(=O)c1cn(CC(=O)Nc2ccc(C)cc2)c2ccccc12	i	27	8	746	-0.67	1080	3.4	1.6	8.6	-2.1	1208	1.1	-8%	i	-6	-7%
CCc1nc2oc3cc(OC)ccc3c(=O)c2c(=O)n1Cc1ccccc1	i	10	3	759	0.65	785	2.5	1.7	6.1	·	·	1	12%	i	2	10%
C=CCC(CC=C)(NC(=O)c1cccc(C)c1)c1ccccc1	i	46	14	599	-0.3	1251	1.8	2.4	2.8	·	·	1.1	-5%	i	12	6%
O=C(Nc1ccccc1N1CCCC1)c1ccc(Br)o1	i	11	-4	783	-0.22	1286	1.2	0.7	6.1	1.1	841	1	-115%	i	-3	-60%
Cc1ccccc1OCC(O)CN1CCN(c2ccccn2)CC1 (stereo not given)	i	51	-5	712	-0.18	1475	4.0	2.6	3.9	3.7	934	1.1	-16%	i	22	-6%
C#CC[N+](C)(C)C(C#Cc1ccccc1)CC=C (stereo not given)	i	22	·	·	-0.46	1445	4.1	1.2	0.6	-1.8	953	1.1	-2%	i	-31	-3%
O=c1c2cnn(-c3ccccc3)c2nc(-c2cccs2)n1-c1cccc(Cl)c1	i	54	-20	657	-2.5	989	2.8	1.6	1.3	2.6	1194	1.1	-9%	i	-3	4%
N#Cc1nc(-c2ccccc2Cl)oc1NCC1CCCO1 (stereo not given)	i	33	·	·	0.78	799	2.1	3.9	5.0	·	·	1.2	-6%	i	10	0%
COc1cc(C)c2c(c1C=O)Oc1c(c(C)c(O)c3c1C(O)OC3=O)OC2=O (stereo not given)	i	22	14	715	-0.28	1332	1.3	0.9	3.4	-1.8	1177	0.8	7%	i	3	3%
O=C(N/N=C/c1ccc(O)c([N+](=O)[O-])c1)C1CC1(c1ccccc1)c1ccccc1 (stereo not given)	i	42	3	707	0.32	1423	1.8	2.5	9.1	-2.7	1122	0.9	18%	i	1	19%

Ordered by length of the SMILES (ascending): part of the list above
SMILES	T cell modulator	T cell modulator vesicle-bound %	Hep lipid drop	Hep lipid drop cells 6.5 µM	Insulin prom up	Insulin prom up cell count	MT stabilizer	MT stabilizer Hoechst-high %	MT stabilizer cytotoxicity %	b-catenin transl	b-catenin transl cell count 5 µM	TNAP activators	PMI inhibition	Autophagy HCS	Autophagy HCS cell loss 18 h	human PMI inhibition
O=C(Nc1ccccc1N1CCCC1)c1ccc(Br)o1	i	11	-4	783	-0.22	1286	1.2	0.7	6.1	1.1	841	1	-115%	i	-3	-60%
Cn1c(SCc2ccc([N+](=O)[O-])cc2)nc2c(c1=O)SCC2	i	21	5	675	-0.31	1207	2.0	2.4	1.9	-1.0	1017	1.1	0%	i	-4	-6%
O=c1c2cnn(-c3ccccc3)c2nc(-c2cccs2)n1-c1cccc(Cl)c1	i	54	-20	657	-2.5	989	2.8	1.6	1.3	2.6	1194	1.1	-9%	i	-3	4%
